HCV inhibitor: HCV inhibition; Huh7.5.1 HCVcc-Cre infection, luciferase reporter, 44 h; Potency, µM (doses to about 41.8 µM), for the others: at the highest dose activity change, negative = inhibition, hits mostly inhibitors; actives 3.4% (n = 340,000); active = well fitted inhibition curve with a large enough effect; inconclusive = small, poorly fitted or top-dose-only effect, or another doubt; inactive = no such curve, though single readings can be large or run the other way
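HCVcc-Cre virus at an moi near 0.5 was added right after compound to cells cultured 4 h from seeding (1,000 cells/well). Luciferase activity was determined 44 h later, 15 min after substrate addition at RT.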
An asterisk follows results filed as active; ? = inconclusive; [ ] = remark or other dose. % is set by controls: 0 for no effect and ±100 for the full control effect; potency is the fitted concentration of half-maximal effect. Some of the compounds tested (hit frequency here may not be typical).

SMILES	HCV inhibitor
O=C(Cc1cccc(NC(=O)C2CCCN(C(=O)C3CCCCC3)C2)c1)Nc1cccc(C(=O)N2CCOCC2)c1 (centres undefined)	-23%[8.37 µM]
Cc1noc(C)c1NC(=O)Nc1ccc2c(c1)C(=O)N([C@H](C)CO)C[C@H](C)[C@@H](CN(C)S(=O)(=O)c1c(C)noc1C)O2	?
NC(=O)c1ccc(NC(=O)CSc2nnc(C3CC3)n2C2CC2)cc1	-15%
O=c1cc(-c2ccccc2)oc2ccc(Br)cc12	6%
CNS(=O)(=O)c1cccc(C(=O)OCC(=O)c2c(N)n(Cc3ccccc3)c(=O)n(C)c2=O)c1	?
Cc1ccc(Sc2ncccc2O)cc1	5%
CC(=O)OC1CCC2(C)C(=CCC3C4CC(=O)N(O)C(=O)C4(C)CCC32)C1 (centres undefined)	12%
CC1=CC2C(C(O)CC3(C)C2CC(C)C32OCOC23COCO3)C2(C)C/C(=C\O)C(=O)C=C12 (centres undefined)	?
CCOC(=O)C1=CC[C@@H](c2cc3cc(OC)ccc3n2C)N(S(=O)(=O)c2ccc(C)cc2)[C@H]1C(=O)OCC	-6%
Cc1ccc(CN2C(=O)C(=O)c3cc(C)ccc32)cc1	?
NC(=O)C1CCN(c2ccc3c(c2)S(=O)(=O)c2ccccc2C3=O)CC1	?
COc1cccc(-c2cc(C(=O)N/N=C/c3cccc(OC)c3OC)c3ccccc3n2)c1	?
CNC[C@H]1Oc2ccc(NC(=O)Nc3ccc(OC)cc3)cc2C(=O)N([C@@H](C)CO)C[C@H]1C	-14%[8.37 µM]
Cc1sc2ncnc(SCC(=O)Nc3cccc(S(N)(=O)=O)c3)c2c1C	?
COc1ccccc1CNC(=O)CN1C(=O)NC(Cc2ccccc2)(c2ccccc2)C1=O (centres undefined)	-23%
Cc1cc(=O)[nH]c2[nH][nH]c(=O)c12	35%[activator]
CN(C)C(=O)CCc1ccc2c3c([nH]c2c1)[C@]1(CCC2CCCC2)[C@@H](C(=O)N2CCOCC2)C[C@H](CC(=O)NC(C)(C)C)C(=O)N1CC3	32%[activator]
NC(=S)N=Nc1ccc(O)cc1	13%
CN(C)C(=O)CCc1ccc2c3c([nH]c2c1)[C@]1(CCC2CCCC2)[C@@H](C(=O)N2CCOCC2)C[C@H](CC(=O)NCc2ccco2)C(=O)N1CC3	11%[8.37 µM]
O=C(CN(Cc1ccco1)C(=O)CNS(=O)(=O)c1ccc(Cl)cc1)NCc1ccc(F)cc1	-23%
CCn1nnc(-c2ccccc2NC(=O)c2cnccn2)n1	11µM*
CC(=O)N[C@H](Cc1c[nH]c2ccccc12)C(=O)O	-10%
CC(C)c1cccc(-c2ccc3c(c2)S(=O)(=O)c2cccc(C(=O)NCc4ccccc4Cl)c2C3=O)c1	-4%
N#CC1C(C#N)C2CCC1C1C2N1c1ccccc1 (centres undefined)	3%
COc1ccc(C2=CC(=O)CCC2)cc1	9%
C=CCN1CCS(=O)(=O)N(Cc2ccccc2)[C@@H](C(C)C)C1=O	26%
CCCCn1c(SCC(=O)NNC(=O)c2ccccc2)n[nH]c1=O	12%
NC(=O)C1=C[C@@H](c2ccccc2)C[C@@H](OCCCCO)O1	12%
O=C1OCCC1=Cc1ccccc1	7%
COc1ccc(NC(=O)CC2SC(N3CCCC3)=NC2=O)cc1Cl (centres undefined)	-3%
COC(=O)[C@@H](NCc1ccc(OC)c(B(O)O)c1)C(C)C	?
CCN(C(=O)CSc1ccc2ccccc2n1)C1CCCCC1	?
CC1(O)CC2CC1C(C(=O)O)C2C(=O)O (centres undefined)	23%
O=C(CN1C(=O)c2cccc3cccc1c23)Nc1ccccc1C(=O)NCc1ccco1	-26%
CC(=O)Nc1cc2c(cc1[N+](=O)[O-])-c1ccccc1C2=NO	4%
Nc1ncnc2c1ncn2[C@@H]1O[C@H](CNS(=O)(=O)c2cc(S(=O)(=O)c3ccccc3)cs2)[C@@H](O)[C@H]1O	2%
O=C(NNS(=O)(=O)c1ccccc1Cl)C1COc2ccccc2O1 (centres undefined)	4%
CC1CCN(C(=O)COC(=O)/C=C/c2ccc([N+](=O)[O-])cc2)CC1	?
O=C(CNC(=O)c1cccc([N+](=O)[O-])c1)OCCCC(=O)c1ccc(F)cc1	9%
CC(=O)Nc1ccc(S(=O)(=O)NCC(=O)NNC(=O)COc2c(C)cccc2C)cc1	-13%
O=C(CNS(=O)(=O)c1ccc(Cl)cc1)N1CCN(c2ccc(F)cc2)CC1	?
O=C(Cn1[nH]c(=O)c2ccccc2c1=O)OCC(=O)c1ccc(F)c(F)c1	8%
COc1ccccc1NS(=O)(=O)c1cc(NC(=O)c2ccc(NC(C)=O)cc2)ccc1N1CCOCC1	?
COc1ccc(S(=O)(=O)N2CCOCC2)cc1NC(=O)C1CC1	4%
CCn1c(=O)c(C(=O)CN(C)CC(=O)Nc2cccc(F)c2)c(N)n(Cc2ccccc2)c1=O	?
O=C(COC(=O)c1ccc([N+](=O)[O-])cc1)NC12CC3CC(CC(C3)C1)C2	5%
O=C(NCCOC(=O)Nc1cccc2ccccc12)OCc1ccccc1	9%
CCOC(=O)C=C(OC(=O)c1ccc(OC)cc1)c1ccccc1	-23%
CC(=O)Nc1ccc(/C(C)=N/NC(=O)c2ccc(COc3ccccc3Cl)o2)cc1	?
CCOc1ccc(C(=O)OCC(=O)NCC2CCCO2)cc1 (centres undefined)	0%

Five structures from above, ordered by length of the SMILES, descending:
SMILES	HCV inhibitor
COc1ccccc1NS(=O)(=O)c1cc(NC(=O)c2ccc(NC(C)=O)cc2)ccc1N1CCOCC1	?
CCn1c(=O)c(C(=O)CN(C)CC(=O)Nc2cccc(F)c2)c(N)n(Cc2ccccc2)c1=O	?
O=C(COC(=O)c1ccc([N+](=O)[O-])cc1)NC12CC3CC(CC(C3)C1)C2	5%
O=C(CNS(=O)(=O)c1ccc(Cl)cc1)N1CCN(c2ccc(F)cc2)CC1	?
O=C(NCCOC(=O)Nc1cccc2ccccc12)OCc1ccccc1	9%

The main list resumes with the 3 entries that preceded the break.
SMILES	HCV inhibitor
CCOC(=O)C=C(OC(=O)c1ccc(OC)cc1)c1ccccc1	-23%
CC(=O)Nc1ccc(/C(C)=N/NC(=O)c2ccc(COc3ccccc3Cl)o2)cc1	?
CCOc1ccc(C(=O)OCC(=O)NCC2CCCO2)cc1 (centres undefined)	0%
c1ccc(C2NCCNC2c2ccccc2)cc1 (centres undefined)	9%
Cc1cccc(N2CCN(C(=O)Cn3nc(Cc4ccncc4)c4ccccc4c3=O)CC2)c1C	19%
COc1cc(C(=O)NCC(c2cccs2)N2CCOCC2)cc(Br)c1OCc1ccccc1 (centres undefined)	10µM*
CC1(N=Cc2cc(Cl)ccc2O)COP(=O)(Nc2ccccc2)OC1 (centres undefined)	0%
Clc1ccc(C=NNc2ccccn2)c(Cl)c1	-24%
CCN(CC)C(=O)[C@H]1CC(CC(=O)NCCN2CCOCC2)C(=O)N2CCc3c([nH]c4ccc(OC)cc34)[C@]12C (some centres undefined)	4%
COCCN(C(=O)CSc1nc2ccccc2s1)c1c(N)n(Cc2ccccc2)c(=O)[nH]c1=O	-20%
CC(=O)c1ccc(CCCc2ccc(C(C)=O)cc2)cc1	-2%
O=C1C(=NO)CCc2ccccc21	?
CSc1ccccc1NC(=O)C(C)N(C)CC(=O)N1CCN(Cc2ccccc2)CC1 (centres undefined)	-23%

Pulled one by one from the list above, 3 records:
SMILES	HCV inhibitor
CC1(N=Cc2cc(Cl)ccc2O)COP(=O)(Nc2ccccc2)OC1 (centres undefined)	0%
CSc1ccccc1NC(=O)C(C)N(C)CC(=O)N1CCN(Cc2ccccc2)CC1 (centres undefined)	-23%
CCN(CC)C(=O)[C@H]1CC(CC(=O)NCCN2CCOCC2)C(=O)N2CCc3c([nH]c4ccc(OC)cc34)[C@]12C (some centres undefined)	4%

Following part.
SMILES	HCV inhibitor
CC1OC(OC2C=C3CCC4C(CCC5(C)C(c6ccc(=O)oc6)CCC45O)C3(C)CC2)C(O)C(OC2OC(CO)C(O)C(O)C2O)C1O (centres undefined)	16µM*
Cc1ccc(S(=O)(=O)N2CCC[C@H]2C(=O)NC2=NCCS2)cc1	-4%
Clc1cccc(Cl)c1C[n+]1cccc2ccccc21	?
O=C(C(=Cc1ccc(F)cc1)c1ccccc1)c1ccc(O)cc1	20%
COC(=O)[C@@]1(C)[C@H]2C(=O)N(Cc3ccccc3)C(=O)[C@H]2[C@H]2CN=C(SCc3ccc(C#N)cc3)N21	1%
CC[C@]12c3[nH]c4cc(CCC(=O)N(C)C)ccc4c3CCN1C(=O)[C@@H](CC(=O)NCCCOC)C[C@@H]2C(=O)N1CCN(C(=O)C2CC2)CC1	10%
COc1ccc(S(=O)(=O)N2CCc3ccccc32)cc1C(=O)Nc1ccc(NC(C)=O)cc1	-18%
O=C(c1ccc(NS(=O)(=O)c2cccc3cccnc23)cc1)N1CCOCC1	-3%
COC(=O)C1=C(c2cc3ccccc3s2)C[C@@H]2CC[C@H]1N2C(=O)NCCCOC(C)C	?
O=C(O)C1C2C=CC(O2)C1C(=O)Nc1ccccn1 (centres undefined)	21%
CCN(CC(=O)Nc1ccccc1OC)C(=O)COc1ccc(C#N)cc1	-13%
O=C1NC(=O)C(=Cc2ccccc2[N+](=O)[O-])S1	-13%
NP(=O)(Oc1ccccc1)c1ccccc1 (centres undefined)	11%
COc1ccc(NC(=O)N(C)C[C@H]2Oc3c(NC(=O)Nc4c(C)noc4C)cccc3C(=O)N([C@H](C)CO)C[C@@H]2C)cc1	-39%
O=C(OCC(=O)N1CCCCC1)c1ccc(OC(F)(F)F)cc1	0%
O=C(COC(=O)/C=C/c1ccc(F)cc1)NCc1ccc2c(c1)OCO2	3%
COC(=O)[C@@]12CCCN1[C@H](c1ccc(-c3ccc4c(c3)OCO4)cc1)[C@H]1C(=O)N(C)C(=O)[C@H]12	-13%
O=C(Nc1cc([N+](=O)[O-])ccc1F)C1CCN(S(=O)(=O)c2cccs2)CC1	6%
CN(C)CC(C)(C)CNc1ccc(S(=O)(=O)N2CCCC2)cn1	-11%
COc1ccc(C=CC(=O)c2ccc([N+](=O)[O-])cc2)cc1	-10%
COC(=O)C1C(OC)=CC(=O)C2CCCCC21 (centres undefined)	31%[activator]
COC(=O)[C@H](Cc1c[nH]c2ccccc12)NCc1cccc(B(O)O)c1	3%
CC(C)N(C(=O)[C@H]1C[C@H](CC(=O)NCc2cccc(C(F)(F)F)c2)C(=O)N2CCc3c([nH]c4cc(-c5ccco5)ccc34)[C@]12C)C(C)C	-7%[8.37 µM]
COC(=O)[C@H](Cc1ccccc1)NS(=O)(=O)c1ccc(F)cc1Br	30%
CCCC1(C)C(C#N)C(=O)NC(=O)C1C#N (centres undefined)	6%
CC(C)(C)OC(=O)C[C@@H]1C/C=C\C[C@H](CC(=O)N(CCO)Cc2ccccc2)C(=O)NC[C@@H](c2ccccc2)OC1=O	?
CN(C)c1ccc(/C=C2\Oc3ccc(C#Cc4cccc(N)c4)cc3C2=O)cc1	?
CSc1nc(N)nc2c1ncn2CC(=O)NCC1CCCO1 (centres undefined)	-14%
COc1cc(NC(=O)Cn2cnc3c(OCc4ccccc4)ncnc32)cc(OC)c1OC	?
COc1ccccc1CNCCS(=O)(=O)NN1CCOCC1	20%
Cc1ccc(-n2c(C)cc(C=C3C(=O)N(C)C(=O)N(C)C3=O)c2C)cc1	16%
CCOC(=O)C1CCCN(C(=O)CSc2nnc3nc(C)cc(C)n23)C1 (centres undefined)	-5%
COc1cccc(Oc2ccc(C(F)(F)F)cc2NC(=O)CN2C(=O)NC3(CCCC3)C2=O)c1	?
C#CC1(O)CCCC2C3CCC4CC(OC(C)=O)CCC4(C)C3C(=O)CC21C (centres undefined)	13%
CN(C)CCCNC(=O)C[C@H]1C[C@H](C(=O)N2CCCCC2)[C@@]2(C)c3[nH]c4ccc(Cl)cc4c3CCN2C1=O	-3%
COc1cccc(CN(C)C(=O)COc2cccc3c2OC(C)(C)C3)c1OC	7%
O=C(Nc1ccccc1Cl)c1c(F)c(F)c(F)c(F)c1F	-7%
Cc1ccc(NS(=O)(=O)c2cc(C(=O)N(C)C3CCN(C)CC3)ccc2Cl)cc1Cl	2%
Brc1ccc(-c2nnc(-c3cccnc3)o2)cc1	-4%
O=C1c2ccccc2C(=O)N1c1ccccc1	0%
COc1ccccc1NC(=O)CSc1n[nH]c(-c2ccco2)n1	22%
CSc1nnc2c(=O)[nH]c(=O)n(C)c2n1	10%
CC(=O)C[C@@H](O)CC(=O)[C@@H]1OC(=O)CCCCCCCCc2ccccc21	8%
O=C(COC(=O)Cc1ccccc1F)NCc1ccc(Cl)cc1	2%
O=C(CNC(=O)OCc1ccccc1)NC(Cc1cnc[nH]1)C(=O)O (centres undefined)	16%
CN(C)C(=O)COC(=O)c1cccc(S(=O)(=O)Nc2ccc(OCc3ccccc3)cc2)c1	-25%
COc1ccc(C2Nc3ccccc3C(=O)N2Cc2ccccc2)cc1OC (centres undefined)	0%
Cc1ccc(/C(O)=C2/C(=O)C(=O)N(CCCn3ccnc3)C2c2cccnc2)cc1 (centres undefined)	16%
CCOC(=O)C(CCSC)Nc1nc(Cl)nc(Nc2ccc(Cl)cc2)n1 (centres undefined)	0%
CC(C)(c1ccc(O)c([N+](=O)[O-])c1)c1ccc(O)c([N+](=O)[O-])c1	0%

(more compounds)
SMILES	HCV inhibitor
CCc1nnc(NC(=O)c2oc3ccc(Br)cc3c2C)s1	-11%
CC12CCC3c4ccc(OCC(=O)O)cc4CCC3C1CCC2=O (centres undefined)	13%
COc1ccc(C2=NOC(c3nnc(-c4ccccc4)o3)C2)cc1 (centres undefined)	7%
COc1ccc(-c2c(C#Cc3ccsc3)c3cc(-c4ccc(CN5CCOCC5)cc4)ccc3n2C)cc1	3%

No new results follow: entries from further up.
SMILES	HCV inhibitor
CC(C)(c1ccc(O)c([N+](=O)[O-])c1)c1ccc(O)c([N+](=O)[O-])c1	0%
CCc1nnc(NC(=O)c2oc3ccc(Br)cc3c2C)s1	-11%
CC12CCC3c4ccc(OCC(=O)O)cc4CCC3C1CCC2=O (centres undefined)	13%
COc1ccc(C2=NOC(c3nnc(-c4ccccc4)o3)C2)cc1 (centres undefined)	7%

Screens deposited in PubChem BioAssay by National Center for Advancing Translational Sciences (NCATS).
